# HT29 cell growth-1: HT29 colon tumor cell growth inhibition, primary screen, imaging, high content imaging, 48 h, CellTiter-Glo (AID 771) | growth inhibition, % at 10 µM | HT29 cell growth, HCS imaging cell count, 48 h; hits give high values | 2% of 3,300 active;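 active means growth inhibition above 90%, meaning viable cell count by imaging cut by more than 90% versus vehicle controls; inactive means growth inhibition below 90%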;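 further: percent fewer viable cells counted by imaging than vehicle controls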
# A549 NSCLC growth: A549 NSCLC cell proliferation inhibitors – ATP luminescence, human non-small cell lung line, primary screen (AID 371) | growth inhibition, % at 10 µM | 8.4% of 3,300 active | A549 growth inhibition, ATP luminescence; hits give high values;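 active means mean growth inhibition over the two runs of 50% or more; inactive means mean growth inhibition under 50%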;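 further: compound exposure lasted 72 h before the ATP read; 0% = untreated cell signal and 100% = no luminescence left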
# HT29 cell growth-2: HT29 colon tumor cell growth inhibition, primary screen, imaging, high content imaging, 24 h, CellTiter-Glo (AID 770). HT29 cell number by imaging, 24 h; hits give high values. growth inhibition, % at 10 µM. 3,300 tested, under 10 active;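 active means growth inhibition above 90% in viable cell count at a single dose; inactive means growth inhibition below 90%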
# AID364: cytotoxicity toward Jurkat T cells, primary screen, cell-based, Jurkat E6.1, NIH starter set (AID 364); Jurkat E6.1 viability, ATP luminescence, 48 h; higher % means a stronger effect; 2% of 3,300 active; inhibition, % at 4 µM, or CC50 in µM where a hit was titrated;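 active means concentration giving half-maximal inhibition at or below 20 micromolar; inactive means half-maximal concentration above 20 micromolar, or not dose tested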;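 further: 100% = cells treated with 4 µM doxorubicin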
# AID772: HT29 colon tumor cell growth inhibition, primary screen, imaging, high content imaging, 72 h, CellTiter-Glo (AID 772); HT29 cell growth, HCS imaging cell count, 72 h; hits give high values; growth inhibition, % at 10 µM; 0.6% of 3,300 active;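 active means growth inhibition above 90%, meaning viable cell count cut by more than 90% versus vehicle controls; inactive means growth inhibition below 90%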
# HT29 cell growth-2 condensed nuclei: second read-out of HT29 cell growth-2, no call of its own (marks repeat the call); condensed nuclei, %; measured here: percent cells with condensed nuclei;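 share of cells whose nuclear area falls below control median minus 1.5 SD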
# HT29 cell growth-2 ATP viability: second read-out of HT29 cell growth-2, no call of its own (marks repeat the call); growth inhibition, %; measured here: ATP CellTiter-Glo viability
# HT29 cell growth-1 condensed nuclei: recorded beside HT29 cell growth-1, whose call it bears; condensed nuclei, %; measured here: percent cells with condensed nuclei;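 condensed means Hoechst nuclear area under control median minus 1.5 SD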
# HT29 cell growth-1 ATP viability: recorded beside HT29 cell growth-1, whose call it bears; growth inhibition, %; measured here: ATP CellTiter-Glo viability inhibition
# AID772 condensed nuclei: second read-out of AID772, no call of its own (marks repeat the call); condensed nuclei, %; measured here: percent cells with condensed nuclei;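 condensed means nuclear area below control median minus 1.5 SD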
# AID772 second: also measured in AID772; calls as there; growth inhibition, %; measured here: ATP CellTiter-Glo viability
# * marks the source's active call; other numbers are inactive results; nt = not tested or not shown.
# Codes – A = HT29 cell growth-1; B = HT29 cell growth-1 condensed nuclei; C = HT29 cell growth-1 ATP viability; D = A549 NSCLC growth; E = HT29 cell growth-2; F = HT29 cell growth-2 condensed nuclei; G = HT29 cell growth-2 ATP viability; H = AID364; I = AID772; J = AID772 condensed nuclei; K = AID772 second
smiles: COc1ccccc1C1(CC(=O)N2CCOCC2)CCOC(C(C)C)C1 (configuration not stated)
  A: -34.1	B: 2.0	C: -26.3	D: 7.1	E: 21.7	F: 3.9	G: -1.9	H: -11.8%	I: -76.6	J: 2.9	K: -60.4

smiles: Cc1cc(=O)oc(C)c1C(=O)N1CCN(C)CC1
  A: 5.3	B: 2.9	C: 8.0	D: 2.9	E: -4.4	F: 1.4	G: -0.3	H: -1.0%	I: 41.1	J: 5.3	K: 17.9

smiles: C1CCCN(CCCCN2CCCCCC2)CC1
  A: 9.9	B: 0.6	C: -18.5	D: 3.0	E: 4.4	F: 1.5	G: -12.1	H: 1.1%	I: -3.1	J: 2.1	K: -17.5

smiles: CCNC(=O)N(C)c1nncnc1C(=O)NC
  A: -37.6	B: 1.9	C: -4.1	D: 2.6	E: -3.2	F: 2.7	G: -13.0	H: 10.7%	I: 28.9	J: 2.8	K: 4.5

smiles: CC(C)CCOc1ccc(Cl)cc1CN1CCOCC1
  A: -41.5	B: 9.1	C: 4.7	D: 1.5	E: -2.7	F: 5.5	G: -0.7	H: 1.7%	I: 22.5	J: 5.4	K: 2.9

smiles: CCn1cc(C(=O)O)c(=O)c2ccc(C)nc21
  A: 8.6	B: 2.6	C: nt	D: -5.1	E: 10.4	F: 1.4	G: -4.0	H: -2.0%	I: -9.0	J: 3.5	K: -1.0

smiles: CCOC(=O)CC(=O)CSc1[nH]c(=O)cc(C)c1C#N
  A: 16.1	B: 1.9	C: -12.8	D: 3.5	E: 21.7	F: 4.8	G: -9.0	H: -3.3%	I: -29.1	J: 4.2	K: -20.8

smiles: CC1(C)CC(=O)C=C(N=CC2=C(O)CC(C)(C)CC2=O)C1
  A: 33.9	B: 2.4	C: -10.3	D: 1.2	E: 14.2	F: 1.7	G: 5.9	H: -0.5%	I: -30.3	J: 4.1	K: -54.5

smiles: CCOC(=O)c1c(C)cccc1OCC(N)=O
  A: 3.6	B: 4.6	C: -9.2	D: -5.0	E: 17.8	F: 1.6	G: -8.4	H: -6.6%	I: 1.7	J: 3.5	K: 6.4

smiles: COc1cc(=O)[nH]c(=O)n1CC(=O)c1ccccc1
  A: -11.9	B: 1.8	C: -6.7	D: -1.0	E: -3.8	F: 0.7	G: -5.6	H: 5.8%	I: -40.6	J: 6.0	K: -28.5

smiles: COC(=O)c1ccc(Cn2c(O)c(N=O)c3ccccc32)o1
  A: 8.5	B: 1.7	C: -7.3	D: 8.6	E: 0.4	F: 2.9	G: -5.5	H: -4.2%	I: -52.8	J: 3.0	K: -27.3

smiles: CCOC(=O)c1oc2cc(O)cc(C)c2c(=O)c1-c1cscn1
  A: -44.1	B: 3.5	C: 3.5	D: 4.2	E: -19.2	F: 5.7	G: -23.0	H: 3.8%	I: 22.2	J: 1.8	K: -3.9

smiles: O=S(=O)(c1ccccc1)N(CC(O)CN1CCCCC1)c1ccccc1 (configuration not stated)
  A: -41.5	B: 2.9	C: 1.8	D: -5.9	E: 29.1	F: 3.0	G: 6.0	H: 1.0%	I: 17.2	J: 2.1	K: 3.2

# Some of these compounds in order of their number in AID772 condensed nuclei, high to low:
canonical_smiles | AID772 condensed nuclei
COc1cc(=O)[nH]c(=O)n1CC(=O)c1ccccc1 | 6.0
CCOC(=O)CC(=O)CSc1[nH]c(=O)cc(C)c1C#N | 4.2
CCn1cc(C(=O)O)c(=O)c2ccc(C)nc21 | 3.5

# Four entries from above in another layout.
smiles | HT29 cell growth-1 | HT29 cell growth-1 condensed nuclei | HT29 cell growth-1 ATP viability | A549 NSCLC growth | HT29 cell growth-2 | HT29 cell growth-2 condensed nuclei | HT29 cell growth-2 ATP viability | AID364 | AID772 | AID772 condensed nuclei | AID772 second
COc1cc(=O)[nH]c(=O)n1CC(=O)c1ccccc1 | -11.9 | 1.8 | -6.7 | -1.0 | -3.8 | 0.7 | -5.6 | 5.8% | -40.6 | 6.0 | -28.5
COC(=O)c1ccc(Cn2c(O)c(N=O)c3ccccc32)o1 | 8.5 | 1.7 | -7.3 | 8.6 | 0.4 | 2.9 | -5.5 | -4.2% | -52.8 | 3.0 | -27.3
CCOC(=O)c1oc2cc(O)cc(C)c2c(=O)c1-c1cscn1 | -44.1 | 3.5 | 3.5 | 4.2 | -19.2 | 5.7 | -23.0 | 3.8% | 22.2 | 1.8 | -3.9
O=S(=O)(c1ccccc1)N(CC(O)CN1CCCCC1)c1ccccc1 (configuration not stated) | -41.5 | 2.9 | 1.8 | -5.9 | 29.1 | 3.0 | 6.0 | 1.0% | 17.2 | 2.1 | 3.2

# This is a subset; the hit share may differ from the screen's.
